# Screening data deposited in PubChem BioAssay by Broad Institute.
# T cruzi HTS: inhibitors of intracellular Trypanosoma cruzi, primary screen, cell-based, plate reader, single point, set 2; hit rate 4.9% among 22,000; intracellular Trypanosoma cruzi in host cells; activity score (inhibition), % at 5.01 µM; in the data active means activity score above about 55%;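 further: parasites and compound incubated about four days before reading; 0% = median of neutral control wells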
# INS-1E rescue: protection of INS-1E cells from cytokine death, primary screen, ATP luminescence, single point | protection from cytokine-induced ATP loss, % at 10 µM | hit rate 0.1% among 20,000 | INS-1E cytokine-induced death, 48 h; normalised: neutral wells 0, positive control 100;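 active means mean replicate protection from cytokine-induced ATP loss at least 50% and at least 75% of replicates each reaching 50%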
#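 Assay system – rat INS-1E insulinoma cell line · Quantity – 8000 cells per well · Buffer or medium – RPMI without phenol red, 5% FBS · Schedule – 48 h co-treatment, 10 min post-lysis read · Technique – luminescent ATP assay (CellTiter-Glo)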
# The depositor's hits bear a star; x = no result given. Rows were taken by chance. About 4.8% of those tested had a hit in this group.
SMILES,T cruzi HTS,INS-1E rescue
Cc1noc(C)c1S(=O)(=O)Nc1ccc2c(c1)C(=O)N([C@H](C)CO)C[C@@H](C)[C@H](CN(C)Cc1ccccc1)O2,10.7,-9.8
C[C@@H]1CN([C@@H](C)CO)C(=O)c2cc(NC(=O)Cn3cnnn3)ccc2O[C@@H]1CN(C)Cc1ccc(C(=O)O)cc1,-12.4,x
C[C@@H]1CN([C@H](C)CO)C(=O)c2cccc(NC(=O)C3CCOCC3)c2O[C@@H]1CN(C)S(=O)(=O)c1ccccc1,-7.5,2.4
Cc1ccc(S(=O)(=O)Nc2cccc3c2O[C@@H](CN(C)S(=O)(=O)c2cccs2)[C@@H](C)CN([C@@H](C)CO)C3=O)cc1,15.6,-0.4
CCCC(O)C#Cc1cnc2c(c1)C(=O)N([C@H](C)CO)C[C@H](C)[C@H](CN(C)S(=O)(=O)c1cccs1)O2 (some centres undefined),11.9,x
C[C@H]1CN([C@@H](C)CO)C(=O)c2cc(NS(=O)(=O)c3ccc(F)cc3)ccc2O[C@H]1CN(C)Cc1ccncc1,6.8,11.3
COc1ccc(S(=O)(=O)N(C)C[C@@H]2Oc3ccc(NC(=O)CCN4CCOCC4)cc3C(=O)N([C@H](C)CO)C[C@H]2C)cc1,-11.8,4.3
COc1ccc(NC(=O)N(C)C[C@@H]2Oc3c(NC(=O)C4CC4)cccc3C(=O)N([C@@H](C)CO)C[C@@H]2C)cc1,39.8,7.1
C[C@@H]1CN([C@H](C)CO)C(=O)Cc2cc(NC(=O)C3CCCCC3)ccc2O[C@@H]1CN(C)S(=O)(=O)c1ccccc1,7.0,-1.7
COc1ccc(CN(C)C[C@@H]2OCCCC[C@@H](C)Oc3ccc(NC(=O)Cc4ccccc4)cc3C(=O)N([C@H](C)CO)C[C@@H]2C)cc1,12.9,-21.9
CC(C)NC(=O)N(C)C[C@H]1Oc2ccc(NC(=O)Nc3cccc4ccccc34)cc2CC(=O)N([C@@H](C)CO)C[C@@H]1C,-8.5,7.8
C[C@@H]1CN([C@H](C)CO)C(=O)c2cccc(NC(=O)C3CC3)c2O[C@@H]1CN(C)Cc1ccncc1,-19.3,11.8
Cc1ccc(S(=O)(=O)Nc2ccc3c(c2)C(=O)N([C@@H](C)CO)C[C@@H](C)[C@H](CN(C)C(=O)NC2CCCCC2)O3)cc1,5.9,-2.2
COc1ccc(S(=O)(=O)Nc2cccc3c2O[C@H](CN(C)Cc2ccc(Oc4ccccc4)cc2)[C@@H](C)CN([C@@H](C)CO)C3=O)cc1,22.5,-13.5
C[C@@H]1CN([C@H](C)CO)C(=O)c2cccc(NS(=O)(=O)c3ccc(F)cc3)c2O[C@@H]1CN(C)C(=O)Nc1ccc(F)cc1,-5.2,-3.0
C[C@@H]1CN([C@H](C)CO)C(=O)c2cc(NC(=O)Cn3cnnn3)ccc2O[C@H]1CN(C)Cc1ccc(Oc2ccccc2)cc1,3.1,x
Cc1noc(C)c1NC(=O)Nc1ccc2c(c1)CC(=O)N([C@@H](C)CO)C[C@@H](C)[C@@H](CN(C)Cc1ccc(Cl)c(Cl)c1)O2,0.7,-3.7
C[C@@H]1CN([C@@H](C)CO)C(=O)c2cccc(NC(=O)Nc3ccc(C(F)(F)F)cc3)c2O[C@H]1CN(C)Cc1ccccc1,20.0,4.5
O=C(CCCCCCC(=O)Nc1ccccc1O)N/N=C/c1c(F)c(F)c(F)c(F)c1F,40.9,-0.8
C[C@H]1CN([C@@H](C)CO)C(=O)Cc2cc(NC(=O)Nc3ccc4c(c3)OCO4)ccc2O[C@@H]1CN(C)Cc1ccc(Oc2ccccc2)cc1,16.1,-23.3
C[C@H]1CN([C@@H](C)CO)C(=O)Cc2cc(NC(=O)Nc3cccc4ccccc34)ccc2O[C@@H]1CN(C)Cc1ccc(C(F)(F)F)cc1,69.2*,-52.0
CNC[C@H]1Oc2ccc(NS(=O)(=O)c3c(C)noc3C)cc2C(=O)N([C@@H](C)CO)C[C@H]1C,7.6,1.7
C[C@H](CO)N1C[C@H](C)[C@H](CN(C)C(=O)NC2CCCCC2)Oc2ccc(NC(=O)CCC(F)(F)F)cc2CC1=O,-27.2,17.1
CC(C)(C)OC(=O)Nc1cccc(/C=N/NC(=O)CCCCCCC(=O)Nc2ccccc2O)c1,26.6,-2.5
C[C@@H]1CCCCO[C@@H](CN(C)C(=O)Nc2ccccc2)[C@@H](C)CN([C@H](C)CO)C(=O)c2cc(NS(=O)(=O)c3cccs3)ccc2O1,6.3,-0.5
CC(C)NC(=O)Nc1cccc2c1O[C@@H](CN(C)Cc1ccc(C(=O)O)cc1)[C@@H](C)CN([C@@H](C)CO)C2=O,-22.4,7.2
C[C@@H]1CCCCO[C@@H](CN(C)Cc2ccc(C(F)(F)F)cc2)[C@@H](C)CN([C@H](C)CO)C(=O)c2cc(NC(=O)Nc3cccc4ccccc34)ccc2O1,37.0,13.5
C[C@@H]1CN([C@@H](C)CO)C(=O)Cc2cc(NC(=O)Nc3ccccc3)ccc2O[C@@H]1CN(C)C(=O)Nc1ccccc1,-27.5,18.4
C[C@H](CO)N1C[C@H](C)[C@@H](CN(C)Cc2ccc(-c3ccccc3)cc2)Oc2ccc(NC(=O)Nc3ccc4c(c3)OCO4)cc2C1=O,8.9,-3.1
C[C@H]1CN([C@@H](C)CO)C(=O)c2cccc(NC(=O)CCCCCC(=O)Nc3ccccc3N)c2O[C@@H]1CN(C)CC1CCCCC1,81.9*,-24.9
COc1ccc(NC(=O)Nc2cccc3c2O[C@@H](CN(C)CC2CC2)[C@H](C)CN([C@H](C)CO)C3=O)cc1,2.0,-8.5
C[C@H](CO)N1C[C@H](C)[C@@H](CN(C)Cc2ccc(C(F)(F)F)cc2)OCc2cn(nn2)CCCC1=O,-10.8,x
C[C@H]1CN([C@@H](C)CO)C(=O)c2cc(NC(=O)CCC(F)(F)F)ccc2O[C@@H]1CN(C)C(=O)Nc1ccc2c(c1)OCO2,-0.6,2.7
C[C@@H]1CN([C@@H](C)CO)C(=O)c2cc(NC(=O)Nc3ccccc3)ccc2O[C@H]1CN(C)Cc1ccccc1,11.8,-4.7
C[C@@H]1CN([C@@H](C)CO)C(=O)c2cccc(NC(=O)Nc3ccccc3)c2O[C@@H]1CN(C)S(=O)(=O)c1ccccc1,3.3,-2.9
O=C(CCCCCCC(=O)Nc1ccccc1O)N/N=C/c1ccc(O)cc1Br,-3.2,6.6

# 2 consecutive entries already listed:
SMILES,T cruzi HTS,INS-1E rescue
Cc1noc(C)c1NC(=O)Nc1ccc2c(c1)CC(=O)N([C@@H](C)CO)C[C@@H](C)[C@@H](CN(C)Cc1ccc(Cl)c(Cl)c1)O2,0.7,-3.7
C[C@@H]1CN([C@@H](C)CO)C(=O)c2cccc(NC(=O)Nc3ccc(C(F)(F)F)cc3)c2O[C@H]1CN(C)Cc1ccccc1,20.0,4.5

# Remaining list, next part.
SMILES,T cruzi HTS,INS-1E rescue
Cc1ccc(S(=O)(=O)Nc2ccc3c(c2)C(=O)N([C@@H](C)CO)C[C@H](C)[C@@H](CN(C)Cc2ccc(C(=O)Nc4ccccc4N)cc2)O3)cc1,52.8,-2.5
C[C@@H]1CN([C@H](C)CO)C(=O)Cc2cc(NC(=O)NC3CCCCC3)ccc2O[C@H]1CN(C)S(=O)(=O)c1ccccc1,1.8,0.0
C[C@@H]1CN([C@H](C)CO)C(=O)CCCn2cc(nn2)CO[C@H]1CN(C)Cc1ccc2c(c1)OCCO2,-12.2,x
C[C@H]1CN([C@@H](C)CO)C(=O)c2cc(NS(=O)(=O)c3cn(C)cn3)ccc2O[C@H]1CN(C)Cc1ccc(Cl)c(Cl)c1,-2.1,x
Cc1noc(C)c1NC(=O)N(C)C[C@@H]1Oc2c(NS(=O)(=O)c3cccs3)cccc2C(=O)N([C@H](C)CO)C[C@@H]1C,-25.5,16.9
O=C(NO)c1ccc(C(=O)N/N=C/c2ccc([N+](=O)[O-])s2)cc1,37.6,15.7
C[C@H]1CN([C@@H](C)CO)C(=O)c2cc(NC(=O)Nc3cccc4ccccc34)ccc2O[C@H]1CN(C)S(=O)(=O)c1ccccc1,-0.6,1.1
C[C@H]1CN([C@@H](C)CO)C(=O)Cc2cc(NC(=O)CCN3CCOCC3)ccc2O[C@H]1CN(C)Cc1ccncc1,-15.9,10.0
C[C@@H]1CCCCO[C@@H](CN(C)S(=O)(=O)c2cn(C)cn2)[C@@H](C)CN([C@H](C)CO)C(=O)c2cc(NS(=O)(=O)c3ccc(Cl)cc3)ccc2O1,-31.1,17.5
C[C@@H]1CN([C@H](C)CO)C(=O)Cc2cc(NS(=O)(=O)c3ccc(F)cc3)ccc2O[C@H]1CN(C)Cc1ccc(C(F)(F)F)cc1,47.8,-13.4
Cc1cc(C(=O)Nc2cccc3c2O[C@H](CN(C)C(=O)Nc2ccc(C(F)(F)F)cc2)[C@@H](C)CN([C@H](C)CO)C3=O)n(C)n1,-26.7,-1.4
C[C@@H]1CN([C@H](C)CO)C(=O)Cc2cc(NC(=O)CCN3CCOCC3)ccc2O[C@H]1CN(C)S(=O)(=O)c1ccc(Cl)cc1,-3.7,16.1

# Part of the list above in order of number of heavy atoms, rising.
SMILES,T cruzi HTS,INS-1E rescue
C[C@H](CO)N1C[C@H](C)[C@@H](CN(C)Cc2ccc(C(F)(F)F)cc2)OCc2cn(nn2)CCCC1=O,-10.8,x
C[C@H]1CN([C@@H](C)CO)C(=O)c2cccc(NC(=O)CCCCCC(=O)Nc3ccccc3N)c2O[C@@H]1CN(C)CC1CCCCC1,81.9*,-24.9
C[C@H](CO)N1C[C@H](C)[C@@H](CN(C)Cc2ccc(-c3ccccc3)cc2)Oc2ccc(NC(=O)Nc3ccc4c(c3)OCO4)cc2C1=O,8.9,-3.1
C[C@H]1CN([C@@H](C)CO)C(=O)Cc2cc(NC(=O)Nc3ccc4c(c3)OCO4)ccc2O[C@@H]1CN(C)Cc1ccc(Oc2ccccc2)cc1,16.1,-23.3

# The listing continues:
SMILES,T cruzi HTS,INS-1E rescue
C[C@@H]1CN([C@H](C)CO)C(=O)c2cccc(NS(C)(=O)=O)c2O[C@H]1CN(C)C(=O)NC1CCCCC1,2.4,2.9
C[C@@H]1CN([C@@H](C)CO)C(=O)c2cccc(NC(=O)Nc3ccc(C(F)(F)F)cc3)c2O[C@@H]1CN(C)C(=O)Nc1ccc(C(F)(F)F)cc1,87.9*,-107.9
COc1ccc(NC(=O)Nc2ccc3c(c2)CC(=O)N([C@H](C)CO)C[C@@H](C)[C@H](CN(C)C(=O)Nc2ccc4c(c2)OCO4)O3)cc1,-6.2,12.8
COc1ccc(CN(C)C[C@@H]2Oc3ccc(NC(=O)Nc4ccc5c(c4)OCO5)cc3CC(=O)N([C@H](C)CO)C[C@H]2C)cc1,26.4,6.4
C[C@H]1CN([C@@H](C)CO)C(=O)c2cccc(NS(=O)(=O)c3cn(C)cn3)c2O[C@H]1CN(C)CC1CC1,12.9,1.6
CC(C)NC(=O)N(C)C[C@@H]1Oc2ccc(NS(=O)(=O)c3ccc(Cl)cc3)cc2CC(=O)N([C@H](C)CO)C[C@@H]1C,-17.3,1.4
CC(C)NC(=O)N(C)C[C@H]1Oc2c(NS(=O)(=O)c3ccc(Cl)cc3)cccc2C(=O)N([C@@H](C)CO)C[C@@H]1C,-10.5,12.2
COc1ccc(NC(=O)Nc2ccc3c(c2)C(=O)N([C@H](C)CO)C[C@@H](C)[C@H](CN(C)C(=O)NC(C)C)O3)cc1,-3.1,11.5
COc1ccc(NC(=O)Nc2cccc3c2O[C@H](CN(C)S(=O)(=O)c2cccs2)[C@H](C)CN([C@@H](C)CO)C3=O)cc1,14.8,0.6
C[C@@H]1CN([C@H](C)CO)C(=O)c2cccc(NC(=O)Nc3cccc4ccccc34)c2O[C@@H]1CN(C)Cc1ccc(Cl)c(Cl)c1,11.7,-19.5
C[C@H]1CN([C@@H](C)CO)C(=O)c2cc(NS(=O)(=O)c3ccccc3)ccc2O[C@H]1CN(C)C(=O)Nc1ccc2c(c1)OCO2,-3.1,-2.0
COc1ccc(CN(C)C[C@H]2OCc3cn(nn3)CCCC(=O)N([C@H](C)CO)C[C@@H]2C)cc1,-30.9,x
C[C@H]1CN([C@@H](C)CO)C(=O)c2cccc(NC(=O)NC3CCCCC3)c2O[C@@H]1CN(C)C(=O)Nc1ccccc1,-14.5,-2.7
CNC[C@@H]1Oc2ccc(NC(=O)Nc3c(C)noc3C)cc2C(=O)N([C@@H](C)CO)C[C@H]1C,3.4,3.0
C[C@@H]1CN([C@H](C)CO)C(=O)Cc2cc(NC(=O)Cc3ccccc3)ccc2O[C@H]1CN(C)S(=O)(=O)c1cccs1,-14.3,8.1
CNC[C@@H]1Oc2c(NS(=O)(=O)c3ccc(F)cc3)cccc2C(=O)N([C@@H](C)CO)C[C@H]1C,-7.9,9.2
C[C@@H]1CN([C@@H](C)CO)C(=O)c2cc(NC(=O)c3ccncc3)ccc2O[C@@H]1CN(C)Cc1ccc(-c2ccccc2)cc1,21.3,-9.2
CC(C)NC(=O)Nc1ccc2c(c1)C(=O)N([C@@H](C)CO)C[C@H](C)[C@H](CN(C)CC1CCCCC1)O2,4.3,x
C[C@H]1CN([C@@H](C)CO)C(=O)c2cc(NC(=O)CCCN(C)C)ccc2O[C@@H]1CN(C)Cc1ccncc1,-26.0,0.0
Cc1noc(C)c1NC(=O)Nc1ccc2c(c1)CC(=O)N([C@@H](C)CO)C[C@H](C)[C@H](CN(C)S(=O)(=O)c1cn(C)cn1)O2,-20.3,6.1
C[C@@H]1CN([C@@H](C)CO)C(=O)c2cc(NC(=O)Nc3ccc(F)cc3)ccc2O[C@H]1CN(C)C(=O)Nc1ccc2c(c1)OCO2,-2.3,6.4
COc1ccc(S(=O)(=O)N(C)C[C@@H]2OCCCC[C@@H](C)Oc3ccc(NS(=O)(=O)c4cccs4)cc3C(=O)N([C@H](C)CO)C[C@@H]2C)cc1,12.9,1.5
